T cell HTS – modulators of CD8 T cell-vesicle binding, primary screen, mouse 2C CD8+ T cells, flow cytometry. 2C CD8+ T cell-vesicle binding; stronger effect = lower value. calls only at 7 µM. 330,000 tested, 0.068% active;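 active = response, share of CD8 T cells binding vesicles, and their 90th percentile fluorescence all below set limits, cut at about 80% in these data, passing the limit was not always enough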
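Benchmarks: naked versus QL9-loaded vesicles / Assay system: purified 2C TCR transgenic mouse naive CD8+ T cells / Technique: high-throughput flow cytometry with anti-B7-1 and anti-CD8 staining / Timing: Cell–vesicle co-incubation 1.5 h at 37 °C, staining 20 min on ice / Read-out: percent CD8+ FL2 mean versus row control / Probe or stimulus: QL9-loaded Drosophila micro-vesicles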
Autophagy mod – autophagy modulators in MEF cells, primary screen, imaging, high-content, MEF GFP-LC3 | 190,000 tested, 0.98% active | AID 463193, 2010 | calls only at 10 µM (by protocol) | MEF GFP-LC3 puncta imaging; test concentration mostly 10 µM;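 active = percentage of spot-positive cells more than 3 SD above its plate mean, without a fluorescence outlier flag or 80% toxicity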;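 note: spot-positive cell cutoff set from DMSO-treated cells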
WT yeast gro inh – growth inhibition of WT strain, primary screen, mitochondrial fusion inhibitor project, WT and mutant strains, chemical genetic; mitochondrial fusion phenotypic screen; inhibition, % at 10 µM; 190,000 tested, 2.1% active; in the data active = inhibition above about 58%; tested in S. cerevisiae
P. falciparum M17LAP – P. falciparum M17LAP inhibitors, primary screen, biochemical, fluorogenic H-Leu-NHMec substrate, 1536-well (AID 1619); Leucine aminopeptidase (Plasmodium falciparum (isolate 3D7)); recombinant M17LAP, H-Leu-NHMec fluorogenic kinetic assay; higher % means a stronger effect; one-dose inhibition, % at 30 µM; IC50 in µM for titrated hits; 220,000 tested, 0.38% active;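 active = compound inhibiting the enzyme by more than half at any dose during confirmatory dose-response retesting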;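 note: plate controls were full reaction with DMSO carrier for no effect and no enzyme background for full effect; strong numbers were not always called active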
Dynein transport – inhibitors of GR-EGFP nuclear translocation, primary screen, dynein cargo transport inhibitor project, imaging, high-content, 3617.4 mouse cells. test concentration mostly 20 µM; stimulated with dexamethasone, 1 µM; stronger effect = lower value. 220,000 tested, 0.47% active. AID 1381, 2008. z-score, hits read low;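 active = plate z-score of nuclear minus cytoplasmic receptor signal below a set negative limit, without overly bright fluorescence or cell loss, cut at about -3.5 in these data, passing the limit was not always enough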;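 note: z-score of nuclear minus cytoplasmic ring GR-EGFP intensity difference per well; some compounds called inactive have numbers as strong as hits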
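Also added: dexamethasone, 1.0 µM final. Medium: tet-free, stripped-serum medium. Detection: fixed, Hoechst-stained cells imaged at 10x for EGFP. Read-out: nuclear-to-cytoplasmic GR-EGFP distribution per well. Times: induction 48 h, compound 1 h, agonist 30 min.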
bCat nuc transl – modulators of beta-catenin nuclear translocation, primary screen, imaging, HeLa cells, immunofluorescence, high-content. nuclear translocation activity, % at 5 µM. 190,000 tested, 0.3% active. AID 1665, 2009;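 active = nuclear translocation activity above 50% at 5 µM, with a well cell count of 50 or more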;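 note: per-cell ratio of nuclear to cytoplasmic median beta-catenin stain intensity; plate controls were DMSO negative control for no effect and GSK-3 inhibitor IX positive control for full effect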
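Test system: human HeLa cells, endogenous beta-catenin. Times: 24 h compound exposure, 37°C. Measured by: beta-catenin immunofluorescence imaging with DAPI.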
P. falciparum M1AAP – P. falciparum M1AAP inhibitors, biochemical, fluorogenic H-Leu-NHMec substrate, 1536-well (AID 1445); Aminopeptidase N (Plasmodium falciparum (isolate 3D7)); recombinant M1AAP, H-Leu-NHMec fluorogenic kinetic assay; higher % means a stronger effect; one-dose inhibition, % at 30 µM; IC50 in µM for titrated hits; 220,000 tested, 0.42% active;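 active = primary inhibition above the hit cutoff, then over 50% inhibition at one or more dose response concentrations, cut at about 23% in these data, passing the limit was not always enough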;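 note: plate controls were DMSO full reaction for no effect and no enzyme background for full effect; strong numbers were not always called active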
Yfh1-off respiration – enhancers of respiration in Yfh1-depleted yeast, dose response, Friedreich's ataxia, plus single-dose screen (AID 1465). S. cerevisiae Yfh1-off respiration, WST-1 reduction, 72 h; higher fold induction means a stronger effect. fold induction at 50 µM; hits with a dose series show EC50 in µM. 220,000 tested, 0.074% active;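 active = fold induction of absorbance versus untreated yeast above a set limit, then at least 30% activation at any dose in follow-up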;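 note: activators that raise dye reduction in frataxin-depleted yeast; strong numbers were not always called active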
MT stabilize HCS – microtubule stabilizers in HeLa cells, primary screen, imaging, high-content imaging; HeLa tubulin immunostaining HCS, 24 h; share of cells brighter than vehicle mean+2SD; % tubulin-high responders, % at 10 µM; 200,000 tested, 0.83% active;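 active = plate Z-score above 3 for both tubulin-high and condensed-nucleus cell shares, with cell loss under 80%, at 10 µM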;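 note: anti alpha tubulin signal scored within the nucleus-defined area of each cell; some results filed as inactive read as strong as hits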
WT yeast gro inh mutant strain – second read-out of WT yeast gro inh, no call of its own (marks repeat the call); inhibition, %; mitochondrial fusion phenotypic screen, mutant strain inhibition
Dynein transport cytoplasmic EGFP – second read-out of Dynein transport, no call of its own (marks repeat the call); z-score; measured here: cytoplasmic GR-EGFP intensity; stronger effect = higher value
Dynein transport nuclear GR-EGFP – further read-out of Dynein transport, marked with its call; z-score; measured here: nuclear GR-EGFP intensity;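 lower value marks the stronger effect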
Dynein transport cell count – further read-out of Dynein transport, marked with its call; z-score; measured here: cell count per field
bCat nuc transl cell count 5 µM – also measured in bCat nuc transl; calls as there; cell count; measured here: cell count, cytotoxicity flag
T cell HTS vesicle-bound % – also measured in T cell HTS; calls as there; double positive events, %; measured here: CD8+ vesicle-bound cell fraction;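 binding gate set so that unloaded-vesicle control wells show 10% double positive cells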
MT stabilize HCS Hoechst-high % – further read-out of MT stabilize HCS, marked with its call; % Hoechst-high responders; measured here: nuclear condensation Hoechst responders;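 share of cells brighter than vehicle mean plus two SD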
MT stabilize HCS cytotoxicity % – further read-out of MT stabilize HCS, marked with its call; toxicity, %; measured here: cytotoxicity by cell density;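 0% = mean cell density of plate MIN control wells and 100% = no cells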
Autophagy mod cell loss 18 h – further read-out of Autophagy mod, marked with its call; toxicity, %; measured here: cell loss, nuclei count;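 cell loss after 18 h compound exposure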
Active calls of the source: *; i = inactive; / = no result given; + = active, no number; & = joins results of further samples.

SMILES	T cell HTS	T cell HTS vesicle-bound %	Autophagy mod	Autophagy mod cell loss 18 h	WT yeast gro inh	WT yeast gro inh mutant strain	P. falciparum M17LAP	Dynein transport	Dynein transport cytoplasmic EGFP	Dynein transport nuclear GR-EGFP	Dynein transport cell count	bCat nuc transl	bCat nuc transl cell count 5 µM	P. falciparum M1AAP	Yfh1-off respiration	MT stabilize HCS	MT stabilize HCS Hoechst-high %	MT stabilize HCS cytotoxicity %
Cc1ccsc1C(C(=O)NC1CCCCC1)N(C(=O)Cc1cccs1)C1CC1 (stereo unspecified)	i	11.4	i	-2.6	0.9	-1.4	1.1%	-0.97	-0.241	-1.11	1.8	-0.3	992	5.9%	i	3.6	1.0	8.6
COc1ccccc1CN1CCNC(=O)C1CC(=O)NCc1cn(C)nc1C (stereo unspecified)	i	53.1	i	4.8	-3.3	-9.9	4.4%	0.107	-0.274	-0.163	0.404	-0.1	1569	0.0%	i	1.6	1.7	6.1
CC(C)NC(=O)c1ccc2c3n(nc2c1)-c1ccc(Cl)cc1CO3	i	17.7	/	/	/	/	-0.5%	0.279	-0.809	0.28	-0.357	0.0	1226	7.1%	i	/	/	/
O=C(NCc1ccccc1)C(=O)NCC(c1ccco1)N1CCN(c2ccccc2F)CC1 (stereo unspecified)	i	46.6	i	5.2	23.4	29.4	-2.1%	0.46	-0.39	-0.169	0.901	-0.7	1136	4.1%	i	1.5	1.6	12.8
CCC(C)(C(=O)NC1CCCCC1)N(Cc1cccs1)C(=O)c1ccccn1 (stereo unspecified)	i	34.2	i	-5.3	-6.2	-11.0	14.6%	-0.185	-0.321	-0.285	1.08	0.4	996	2.5%	i	1.7	2.4	6.4
O=C(NCc1cccs1)c1ccc(S(=O)(=O)N2CCOCC2)cc1	i	23.2	i	1.2	0.3	-18.9	-1.1%	0.477	-0.106	0.605	-1.57	-3.2	1174	-2.6%	i	6.0	3.1	5.8
Cc1cc(N2CCC(C(=O)NC3CC3)CC2)nc(-c2ccccc2)n1	i	37.1	i	-12.2	-8.9	-0.7	3.7%	2.61	-0.16	1.82	-2.12	1.4	1119	-1.9%	i	6.5	1.7	0.4
CCOC(=O)C(C)c1c(C(=O)c2ccc(C)nc2)c2ccccc2n1C (stereo unspecified)	i	66.0	/	/	/	/	8.4%	0.767	-0.258	0.131	0.228	-0.1	1112	2.1%	i	/	/	/
COc1cc(C=O)ccc1OCC(=O)N1CCCC1	i	29.2	i	-3.1	-11.0	-8.5	1.2%	-0.718	-0.286	-0.279	1.21	-0.9	1038	-0.5%	i	2.3	1.5	9.8
Fc1cc(F)cc(-c2oncc2-c2nnnn2-c2ccccc2)c1	i	12.9	i	-0.5	-17.5	-2.5	6.2%	-0.304	-0.135	-0.00211	-0.908	-0.9	1168	-3.3%	i	1.7	2.0	4.9
CCOCCCNC(=O)c1ccc2c(c1)N(Cc1ccccc1)C(=O)CS2=O (stereo unspecified)	i	28.1	/	/	2.2	1.2	1.9%	-0.556	-0.263	-0.251	0.348	-3.2	1171	-1.2%	i	7.7	1.9	10.3
CCN=C1Cn2c(nc3scc(-c4ccccc4)c3c2=O)CN1CC	i	21.9	i	6.6	2.0	3.3	0.2%	0.277	-0.393	-0.0233	0.412	0.3	1128	1.8%	i	2.2	1.6	9.6
CN1C[C@@H]2C(c3ccccc3)C3(c4cccnc4)CC2(C3)[C@H]1c1ccccc1 (stereo partly specified)	i	2.8	/	/	/	/	0.1%	-0.497	-0.688	-0.276	-0.373	-1.4	1365	6.6%	i	/	/	/
Cc1ccc(N(C)S(=O)(=O)c2cccc(C(=O)NC3=NCCS3)c2)cc1	i	15.6	i	4.1	25.7	21.4	1.8%	-0.633	-0.0448	-0.0915	-0.0575	-1.8	1105	-1.0%	i	2.1	1.5	4.0
COc1ccc(CCn2c3c(c(=O)[nH]c2=O)C(NC(=O)c2cccs2)(C(F)(F)F)C(=O)N3)cc1OC (stereo unspecified)	i	30.4	i	-0.3	5.4	22.9	25.8%	0.175	-0.135	-0.287	0.548	-1.4	1352	6.9%	i	4.0	1.5	1.3
COCC1CCN(Cc2cn[nH]c2-c2ccc(OC)cc2F)C1 (stereo unspecified)	i	56.8	i	14.5	-3.9	-17.0	14.5%	0.315	-0.12	0.0815	-0.723	-0.7	1595	1.8%	i	3.4	1.9	9.5
O=C1NC(=O)C2C1C(c1ccccc1)N1C3C(=O)NC(=O)C3C(c3ccccc3)N21 (stereo unspecified)	i	12.7	i	11.8	-8.0	-8.6	8.2%	-1.07	-0.146	-0.28	1.26	/	/	4.1%	i	1.3	1.2	7.9
Cc1cccc(C(=O)OC(C)CN2CCN(C)CC2)c1 (stereo unspecified)	i	54.2	i	-6.3	3.4	-3.4	-3.6%	2.5	-0.0213	2.27	-2.66	0.9	1074	-6.6%	i	2.4	2.0	13.2
COc1ccc(C(=O)Nn2c(C3CCC3)nc3ccccc3c2=O)c(OC)c1	i	18.7	i	-2.7	-2.3	7.2	-1.4%	-0.297	-0.23	-0.281	0.117	4.1	457	6.9%	i	4.0	2.6	6.9
COCCCN1C(=O)c2[nH]nc(-c3ccccc3O)c2C1c1cccc(Cl)c1 (stereo unspecified)	i	43.9	+	15.8*	-0.2	-10.3	12.8%	0.0471	-0.236	0.0952	0.224	-4.5	971	10.1%	i	36.2*	30.9*	59.6*
CCc1nc(SCC(=O)NNC(=O)C2CCCCC2)c2ccccc2n1	i	29.5	i	1.7	-0.3	4.4	8.1%	0.437	-0.19	0.198	-0.711	0.8	1353	11.9%	i	1.3	1.3	2.3
COc1ccccc1CCNC(=O)Nc1cccc([N+](=O)[O-])c1	i	5.6	i	3.9	13.3	12.0	-7.0%	-0.272	-0.204	0.0722	-0.17	-3.2	1137	4.1%	i	4.9	2.1	4.3
Cc1nn(C)c(C)c1/C=N/NC(=O)CCn1nc(C)c([N+](=O)[O-])c1C	i	34.0	i	0.4	8.4	9.8	3.2%	0.745	-0.267	0.109	-0.46	1.4	954	2.2%	i	4.2	2.7	9.1
Cc1[nH]c(=O)[nH]c(=O)c1S(=O)(=O)NCCc1ccc(S(N)(=O)=O)cc1	i	36.1	i	13.6	-4.1	1.3	3.8%	-0.694	0.271	0.0959	0.348	-0.9	1068	-8.7%	i	2.9	2.6	2.2
CCOc1cc(S(=O)(=O)Nc2ccccc2CC)ccc1Cl	i	29.5	i	-1.2	69.0*	41.5*	8.8%	-0.994	-0.242	-0.659	0.693	0.4	1183	7.3%	i	3.9	2.3	3.0
Going on with the list:
SMILES	T cell HTS	T cell HTS vesicle-bound %	Autophagy mod	Autophagy mod cell loss 18 h	WT yeast gro inh	WT yeast gro inh mutant strain	P. falciparum M17LAP	Dynein transport	Dynein transport cytoplasmic EGFP	Dynein transport nuclear GR-EGFP	Dynein transport cell count	bCat nuc transl	bCat nuc transl cell count 5 µM	P. falciparum M1AAP	Yfh1-off respiration	MT stabilize HCS	MT stabilize HCS Hoechst-high %	MT stabilize HCS cytotoxicity %
Cc1ccc2[nH]c(=O)c(CN(CCCO)S(=O)(=O)c3c(C)ccc4nsnc34)cc2c1	i	36.5	i	3.4	2.2	8.0	-8.8%	-5.94*	0.779*	-3.14*	1.39*	0.1	961	7.9%	i	2.9	1.8	2.8
Nc1c(NCCC2=CCCCC2)c(=O)[nH]c(=O)n1Cc1ccccc1	i	34.8	i	-7.6	9.6	-14.8	-4.8%	-1.02	-0.199	-0.289	0.217	-4.6	893	1.7%	/	5.7	3.4	6.2
COCC(C)NC(=O)c1cc(-c2ccccc2OC)on1 (stereo unspecified)	i	19.5	i	4.7	-6.8	28.0	-0.2%	-0.353	-0.0553	-0.0104	0.0177	-4.4	1069	8.6%	i	3.5	1.5	2.6
O=C(O)C1CC=CCC1C(=O)Nc1cccc(F)c1 (stereo unspecified)	i	31.5	i	3.9	2.6	-16.9	14.6µM*	-0.641	-0.223	-0.0573	0.772	-0.8	1050	15.2%	i	2.6	3.1	11.5
COc1cc(OC)cc(C(=O)N[C@H](C(=O)OCC(=O)Nc2ccc(C(C)C)cc2)C(C)C)c1	i	57.0	i	6.9	14.5	21.2	8.7%	-1.14	-0.24	-0.814	0.63	0.5	1112	6.4%	i	3.4	3.3	7.1
CCN1CCCC1CNC(=O)c1cc(S(=O)(=O)CC)c(N)cc1OC (stereo unspecified)	i	53.6	/	/	-6.1&-1.3	-11.2&-5.5	-9.2%&-1.2%	/	/	/	/	2.1	1068	-2.7%&0.5%	i	/	/	/
COc1ccccc1CN1CCNC(=O)C1CC(=O)O (stereo unspecified)	i	58.7	i	24.4	-13.7	-3.0	1.2%	0.244	-0.281	-0.17	0.679	0.3	1643	4.2%	i	1.7	2.1	8.1
Cc1ccc2c(c1)C1CN(C)CCC1N2Sc1ccccc1[N+](=O)[O-] (stereo unspecified)	i	34.8	/	/	/	/	/	-0.769	-0.806	-0.637	0.707	-1.1	1365	/	i	/	/	/
